Assay outcomes (PubChem BioAssay)
12-hLO inh: blocks human 12-lipoxygenase activity | P18054 | purified 12-hLO, xylenol orange hydroperoxide absorbance | Potency, µM (highest dose often 57.1 µM), for inactives: at the highest dose activity change, negative = inhibition, usual class: inhibitors | 150,000 tested, 0.12% active | AID 1452; note: potency is the fitted concentration of half-maximal effect; nearly all actives have a fitted effect of over 55% in size; many of its hits are not listed in these tables
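Purified human 12hLO (150 nM final) was preincubated with compounds for 15 min at room temperature in 25 mM Hepes pH 7.0, 0.01% Triton X-100, then reacted with 40 uM arachidonic acid for 30 min. Hydroperoxide was detected with ferrous iron/xylenol orange.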
IMPase inh: membrane-permeable compound that blocks inositol monophosphatase; P97697; CHO-M1 cells, IP1 accumulation, HTRF TR-FRET ratio; inhibition (IP1 accumulation), % at 46.1 µM; 120,000 tested, under 10 active; AID 901; active = well fitted curve in the direction sought with a large enough effect in the signal ratio, not every such curve was filed as active; inconclusive = small, poorly fitted or top-dose-only effect, or a change in a side signal; inactive = no such curve, though single readings can be large or run the other way; the % refers to the signal ratio;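 note: cells stimulated with carbachol in lithium chloride buffer; plate controls were DMSO basal wells for no effect and reference inhibitor wells for full effect; higher means more IMPase inhibition seen as more IP1 and lower FRET ratio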
Target sequence (P97697 whole entry, looked up): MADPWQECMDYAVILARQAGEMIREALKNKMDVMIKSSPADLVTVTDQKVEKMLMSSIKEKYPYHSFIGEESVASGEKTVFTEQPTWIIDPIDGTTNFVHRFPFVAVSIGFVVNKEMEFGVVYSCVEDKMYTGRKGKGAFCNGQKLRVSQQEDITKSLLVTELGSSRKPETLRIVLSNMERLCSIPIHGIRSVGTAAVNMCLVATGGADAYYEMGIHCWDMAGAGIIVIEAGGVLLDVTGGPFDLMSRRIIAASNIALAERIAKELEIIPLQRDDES
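Elevated IP1 in lysates lowers TR-FRET signal (665/620 ratio and 620 channel reported). Cells were CHO-M1, given carbachol (50 uM as added) plus 50mM LiCl, pH 7.4, 30 min, 37C; compounds titrated up to 46 uM; AC50 by Hill equation.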
15-hLO-2 inh: 15-hLO-2 (ALOX15B) enzyme inhibition; O15296; purified 15hLO-2, xylenol orange hydroperoxide absorbance; Potency, µM (doses to about 57.1 µM), for inactives: at the top dose activity change, negative = inhibition, actives largely listed as inhibitors; 110,000 tested, 0.56% active; AID 881; note: potency is the fitted concentration of half-maximal effect; nearly all actives have a fitted effect of over 60% in size; many of its hits are not listed in these tables
Target sequence (O15296 whole entry, looked up): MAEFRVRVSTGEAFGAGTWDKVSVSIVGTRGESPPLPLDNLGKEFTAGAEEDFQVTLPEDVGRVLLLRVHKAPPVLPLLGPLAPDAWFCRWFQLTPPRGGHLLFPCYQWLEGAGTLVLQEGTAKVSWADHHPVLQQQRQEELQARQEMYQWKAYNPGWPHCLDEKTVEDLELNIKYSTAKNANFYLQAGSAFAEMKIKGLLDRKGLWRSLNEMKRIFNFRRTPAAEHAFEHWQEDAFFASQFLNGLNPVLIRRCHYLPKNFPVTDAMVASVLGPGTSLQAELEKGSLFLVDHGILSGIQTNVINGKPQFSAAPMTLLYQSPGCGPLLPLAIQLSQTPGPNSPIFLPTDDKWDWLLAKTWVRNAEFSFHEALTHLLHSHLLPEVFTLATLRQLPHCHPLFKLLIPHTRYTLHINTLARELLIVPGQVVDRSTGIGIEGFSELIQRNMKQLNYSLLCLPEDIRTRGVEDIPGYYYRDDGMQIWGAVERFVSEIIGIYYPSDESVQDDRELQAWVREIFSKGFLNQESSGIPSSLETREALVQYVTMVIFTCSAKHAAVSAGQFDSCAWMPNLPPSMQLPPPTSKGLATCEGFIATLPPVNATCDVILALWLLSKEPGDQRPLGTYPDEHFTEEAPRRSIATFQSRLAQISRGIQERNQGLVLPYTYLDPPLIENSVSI
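Purified human 15hLO-2 (50 nM) preincubated 15 min with compound, then 45 uM arachidonic acid for 90 min at RT in 25 mM Hepes pH 7.5, 0.01% Triton X-100. Hydroperoxide detected by Fe-xylenol orange; 573/405 nm absorbance ratio.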
PNC inhibitor: inhibitors of perinucleolar compartment assembly; PC3M PTB-GFP, PNC prevalence imaging, 16 h; hits give low values; activity change (PNC), negative = inhibition, % at 10 µM; 140,000 tested, 3.1% active;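 active = readout at or below -70, meaning at least 70% loss of cells showing the perinucleolar compartment, a nuclear body marking cancer cells; inconclusive = readout between -30 and a set limit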;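 note: plate controls were DMSO wells for no effect and camptothecin positive control wells for full effect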
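Read-out is percentage of cells bearing a perinucleolar compartment, from automated 20x imaging of fixed, Hoechst-stained PC3M PTB-GFP cells. Cells were seeded 4 h, then exposed 16 h to compound (23 nl of library stock) in duplicate plates.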
* hit, by the source's call; ? = inconclusive; · = no result given; & = joins results of further samples; [ ] = remark or other dose. Unless noted, calls come from the whole dose curve; as a rule, active = well fitted curve in the direction sought with a large enough effect; inconclusive = small, poorly fitted or top-dose-only effect, or another doubt; inactive = no such curve, though single readings can be large; an effect the other way counts as inactive or inconclusive. Unless noted, % is set by controls: 0 for no effect and ±100 for the full control effect.

molecule | 12-hLO inh | IMPase inh | 15-hLO-2 inh | PNC inhibitor
Cc1ccc(-n2nc(C)c(C3C(C#N)=C(N)OC4=C3C(=O)CC(C)(C)C4)c2Cl)cc1 (stereo unspecified) | -3% | 5 | -1% | 6
Cn1c(=O)c2c(nc(N3CCCCC3)n2CCNC2=NCCC2)n(C)c1=O | -1% | 1[1.84 µM] | 3%[11.4 µM] | 14
CCOC(=O)CNC(=O)CSc1nc(N)cc(N)n1 | 0% | -8 | -1% | -22
O=C1c2ccccc2C(=O)C1c1nccc2ccccc12 | -2% | -3 | -12% | 27
Cc1[nH]c2ccccc2c1C(=O)CN1CCCC1 | -7% | 2 | -6% | 16
CSc1cc(-c2ccc(Cl)cc2)c(C(=O)N2CCCC2)s1 | -1% | 0 | -2% | -1
CN(Cc1ccccc1)c1ccc(N2C(=O)CCCC2=O)cc1[N+](=O)[O-] | 1% | · | · | -17
O=S(=O)(NC12CC3CC(CC(C3)C1)C2)c1ccc(F)cc1 | 1% | 5 | -7% | ?
O=C(COc1ccc(Cl)cc1Cl)Nc1ccccn1 | 5% | -4 | -3% | -27
O=C1CCCC(O)=C1C=Nc1ccc(O)cc1 | -3% | -11 | 8% | ?
COc1ccc(NC(=O)c2ccc(NC(=O)C(C)C)cc2)c([N+](=O)[O-])c1 | 2% | · | · | -27
CC1CSc2ccccc2NC1=S (stereo unspecified) | -12% | 9 | · | -11
O=C(CCCCl)NC1=NN(c2ccccc2)C(=O)C1 | -10% | 2 | · | -25
S=C(S)NCCCn1ccnc1 | -3%[11.4 µM] | · | 4%[11.4 µM] | ·
O=C1c2ccccc2NC2CCCCCN12 (stereo unspecified) | 10% | 7 | · | 389
O=C(O)C1C2C=CC(O2)C1C(=O)Nc1ccc(S(=O)(=O)Nc2ccccc2)cc1 (stereo unspecified) | -25% | -4 | ? | -19
Cc1ccc(NC(=O)COC(=O)c2ccc([N+](=O)[O-])s2)c(C)c1 | 0% | 1 | · | ?
CCCOc1ccc(N2C(=O)CC(NCCNc3ccc(S(=O)(=O)CC)cc3)C2=O)cc1 (stereo unspecified) | -4% | 3 | -15% | ?
COc1cc2c(cc1OC)CN(C(=O)C1(c3ccccc3)CC1)CC2 | -6% | 0 | 5% | 18
CCc1ccc2[nH]c3nc(C)cc(C)c3c(=O)c2c1 | -2% | · | · | 6
CCN(CC)CCN1C(=O)C(O)=C(C(=O)c2ccco2)C1c1ccccn1 (stereo unspecified) | -2% | -5 | -8% | 27
COC(=O)c1ccccc1NC(=O)c1ccc(F)cc1 | 0% | 2 | 17% | ·
COc1ccccc1NC(=O)c1cccc(S(=O)(=O)N2CCOCC2)c1 | 0% | -5 | -5% | 1
COc1ccc(CNC(=O)CN(c2cccc(OC)c2)S(C)(=O)=O)cc1 | -1% | -9 | -5% | 11
O=C(NCc1cccs1)C1CC(=O)N(c2ccccc2)C1 (stereo unspecified) | -5% | 8 | 7% | ?
O=C(CN1CCCCC1)Nc1ccc(F)c(Cl)c1 | 4% | -2 | 14% | 10
O=C(c1cc2c(s1)CCC2)N1CCN(c2ccccc2)CC1 | -5% | 2 | ? | 13
O=C(CSc1ncnc2c1cnn2CCO)Nc1cccc(C(F)(F)F)c1 | 1% | · | · | 55
Cc1cc(C(=O)C(C)OC(=O)C2=NNC(=O)CC2)c(C)n1-c1ccc(OC(F)F)cc1 (stereo unspecified) | 2% | 10 | 3% | -1
CCOC(=O)c1cc2sccc2n1CCCN1C(=O)c2ccccc2C1=O | -10% | -1 | 3% | -10
CN(C)c1nc(OCCNC(=O)Nc2ccccc2)nc(N2CCOCC2)n1 | 6% | -5 | -4% | 1
c1ccc(C(c2ccccc2)N2CCN(c3nc4ccccc4n4cnnc34)CC2)cc1 | -4% | 2 | 48%[activator] | -17
Cn1nc(C(=O)NCc2cccs2)c2ccccc2c1=O | 3% | · | · | -10
Cc1nnc(NC(=O)C(C)Oc2ccc3c(C)cc(=O)oc3c2)s1 (stereo unspecified) | 7% | 12 | -4% | -107*
CC(C)CCn1nnnc1C(c1ccccc1)N1CCC(C(N)=O)CC1 (stereo unspecified) | 2% | 0 | -12% | ?
CCC(=O)Nc1sc2c(c1C#N)CC(C)(CC)OC2 (stereo unspecified) | -2% | 0 | -8% | 24
CCOC(=O)c1[nH]c2ccc(OC)cc2c1NC(=O)C(C)N1CCC2(CC1)OCCO2 (stereo unspecified) | -3% | ? | -1% | -23
Cc1coc(C)c1C(=O)CC1(O)C(=O)N(Cc2ccccc2)c2ccccc21 (stereo unspecified) | -10% | 21 | 1% | ?
O=C(O)c1ccc(NS(=O)(=O)/C=C/c2ccccc2)cc1 | -2% | 3 | -6% | 32
O=C(O)c1cc2cc(Cc3cccnc3)ccc2o1 | -1%&2% | 0 | -4%&5% | ·
CC1(C)Cc2ccccc2C(NNC(=O)c2ccccn2)=N1 | -1% | 3 | 31%[activator] | 34
Cc1nc2c3c(-c4ccccc4)c(-c4ccccc4)oc3ncn2n1 | -3% | ? | -2% | 28
O=C1CCCC2=C1C(c1ccc(Cl)cc1)C1C(=O)c3ccccc3C1=N2 (stereo unspecified) | -25% | 7 | ? | 8
Cc1cc(C(=O)CSc2nnc(N)s2)c(C)n1Cc1cccs1 | -3% | 7 | · | 3
CCCCOC(=O)c1ccc(NC(C)=O)cc1 | -3% | 3 | -3% | 6
CCOc1ccc(-c2n[nH]c(C)c2-c2ccccc2OC)c(O)c1 | ? | 4 | 37%[activator] | 3
O=C1C(c2ccccc2)SC(=Nc2ccccc2)N1S(=O)(=O)c1ccccc1 (stereo unspecified) | 12% | -4 | -16% | -26
O=C(NCCCN1CCN(c2ccccc2F)CC1)C1CCCN(S(=O)(=O)c2cnc[nH]2)C1 (stereo unspecified) | -7% | 1 | 7% | 1
Cc1coc2cc3oc(=O)c4c(c3cc12)CCC4 | -8% | 3 | -1% | -21
Cc1cc(=O)n2[nH]c(N)c(N=Nc3ccccc3F)c2n1 | -3% | · | · | -26

(more compounds)
molecule | 12-hLO inh | IMPase inh | 15-hLO-2 inh | PNC inhibitor
CCOC(=O)C(NC(=O)c1ccccc1)=C(C)C | 6% | 4 | 1% | 13
CN(C)C(=O)CSc1nc2ccccc2n1Cc1ccccc1 | -4% | · | · | 20
Cn1c(NC(=O)C[n+]2cc(-c3ccccc3)n3c2CCC3)cc(=O)n(C)c1=O | 0% | 8 | · | 10
Cn1nccc1C(=O)OCC(=O)Nc1nc(-c2ccccc2)cs1 | -3% | 7 | -1% | 55
Cc1cc(NC(=O)CSc2nnc3c(C)cc4cc5c(cc4n23)OCO5)no1 | -5% | -9 | -6% | ?
CCCn1c(=O)c(C(=O)Nc2c(C)n(C)n(-c3ccccc3)c2=O)c(O)c2ccccc21 | 3% | 0 | -18% | 8
CC(C)(C)c1csc(NC(=O)c2cccs2)n1 | 6% | 16 | 5% | ?
CCOC(=O)/C=C1\CC(=O)Nc2nonc2N1 | 3% | -3 | 4% | 22
O=C1C2CC=CCC2C(=O)N1c1n[nH]c(Cc2ccccc2)n1 (stereo unspecified) | 0% | 9 | -4% | 9
CCOC(=O)c1[nH]c2ccc(OCC)cc2c1NC(=O)CN1CCCC(C)C1 (stereo unspecified) | -10% | -8 | 24% | 8
COc1ccc(-c2nnn(CC(=O)N(Cc3ccccc3Cl)C(C(=O)NCC3CCCO3)c3ccco3)n2)cc1OC (stereo unspecified) | 3% | 5[1.84 µM] | -6%[11.4 µM] | 21
COc1ccc(Cc2nc(-c3ccc(NC(=O)c4cccnc4)cc3)no2)cc1 | -5% | -1 | 2% | -126*
CCCCN(C)C(=O)Cn1cnc2sc(C)cc2c1=O | 0% | 5 | 12% | 43
Cc1ccc(-c2nc(C#N)c(N3CCCCC3)o2)cc1 | -6% | 1 | 0% | ?
COc1cc2c(cc1NC(=O)CSc1ccccc1)oc1ccccc12 | 1% | · | · | ?
CC(C)CNS(=O)(=O)c1ccc(CCC(=O)N2CCN(Cc3ccc4c(c3)OCO4)CC2)cc1 | 0% | 1 | · | 154
CCSc1cc(N2CCCC2)nc(-c2ccccc2Cl)n1 | 1% | · | · | -25
COc1ccc(C(=O)NCCN2CCOCC2)cc1OC | 3% | -3 | · | 14
O=C(CSc1nnc(-c2ccc(Cl)s2)o1)N1CCc2ccccc21 | -6% | -11 | -1% | -8
O=C(c1cnccn1)N(Cc1cccs1)C1(C(=O)NC2CCCC2)CCCCC1 | 0% | 1 | · | 2
CCOc1ccc(-n2c(SCC(=O)Nc3ccc4c(c3)OCCO4)nc3c(c2=O)SCC3)cc1 | 3% | 2 | -10% | 67
O=C(NNS(=O)(=O)c1ccc(Cl)cc1)c1sccc1-n1cccc1 | 3% | -13 | -7% | 27
CC(C)(CNC(=O)/C=C/c1ccc(F)cc1)CNC(=O)/C=C/c1ccc(F)cc1 | -5% | -10 | · | -17
COC(=O)c1ccc(COC(=O)CCC(=O)c2cccs2)cc1 | -3% | · | · | -28
Cc1csc(SCC(=O)c2c(N)n(C)c(=O)n(C)c2=O)n1 | 5% | 1 | -1% | 17
COc1ccccc1Cc1nnnn1CC(=O)O | 7% | 3 | 1% | ?
O=C(NCC(=O)N(CCc1ccccc1)C(C(=O)NC1CCCC1)c1cccnc1)c1ccco1 (stereo unspecified) | -1% | 7 | 10% | -4
O=C(O)C1CC1C(=O)N1CCN(c2ccc(Cl)c(Cl)c2)CC1 (stereo unspecified) | 7% | 3 | 6% | 2
Cc1ccc(S(=O)(=O)Nc2cc3c(C(=O)Nc4ccccc4)c(C)oc3c3ccccc23)cc1 | -7% | 15 | · | -10
CCOC(=O)c1cc(CC)sc1NC(=O)Cc1ccccc1 | -2% | 5 | 9% | ?
CC(C)CNC(=O)COC(=O)/C=C/c1ccco1 | -1% | · | · | 0
O=C(Nc1ccc(F)cc1F)c1cc2ncc(Br)cn2n1 | -9% | 1 | -1% | 3
c1ccc(-c2ccc(CN3CCN(c4ncccn4)CC3)cc2)cc1 | -27% | 9 | 30%[activator] | ?
CSc1nnc(C)c(=O)n1COC(=O)c1ccc(S(=O)(=O)N2CCCC2)cc1 | 3% | 6 | · | 14
CC(C)CC(=O)NC(=S)NNC(=O)c1ccc([N+](=O)[O-])cc1 | -4% | · | · | -3
COCc1cc(C)nc2sc(C(=O)Nc3nccs3)c(N)c12 | -7% | -11 | -5% | ?
COc1ccccc1N1CCN(C(=O)c2sc3nc(-c4ccccc4)cn3c2C)CC1 | -1% | 2 | 16% | -95*
CCNS(=O)(=O)c1ccc2nc(NC(=O)/C=C/c3cc(OC)c(OC)c(OC)c3)sc2c1 | 6% | · | · | -16
O=C(CCc1ccccc1)Nc1nc2nc(-c3ccccc3)cc(=O)n2[nH]1 | -9% | 4 | -1% | 15
Cc1ccc(C(=O)NNC(=O)C(C)Sc2nc(N)cc(N)n2)cc1 (stereo unspecified) | 0% | 2 | -13% | 31
O=C1c2ccccc2C(=O)N1CC1c2ccccc2CCN1C(=O)N1CCOCC1 (stereo unspecified) | 1% | -5 | -4% | 2
O=C(NCCN1C(=O)C2C3C=CC(C3)C2C1=O)Nc1ccccc1 (stereo unspecified) | 5% | -5 | 1% | 30
COc1cccc(NC(=O)CSc2nc3c(oc4ccccc43)c(=O)[nH]2)c1 | 1% | · | · | -14
CC1CCN(c2ccc(C(=O)N3CCOCC3)cc2[N+](=O)[O-])CC1 | 2% | 1 | -1% | -16
O=C1c2ccccc2NC(c2ccc(Cl)cc2Cl)N1O (stereo unspecified) | ? | 11 | ? | 28

In the list so far, these contain a cyano group.
molecule | 12-hLO inh | IMPase inh | 15-hLO-2 inh | PNC inhibitor
Cc1ccc(-n2nc(C)c(C3C(C#N)=C(N)OC4=C3C(=O)CC(C)(C)C4)c2Cl)cc1 (stereo unspecified) | -3% | 5 | -1% | 6
CCC(=O)Nc1sc2c(c1C#N)CC(C)(CC)OC2 (stereo unspecified) | -2% | 0 | -8% | 24
Cc1ccc(-c2nc(C#N)c(N3CCCCC3)o2)cc1 | -6% | 1 | 0% | ?
